ANO1 activ = TMEM16A chloride channel activators or potentiators, primary screen, cell-based, HTS. HEK293 TMEM16A/YFP-H148Q/I152L, iodide quench fluorescence; active compounds read low. B-score at 10 µM. 340,000 compounds, 0.3% hits;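 active = fluorescence-ratio B-score plate-corrected deviation score at least 3 library SD below zero, with starting fluorescence score within 5 deviations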;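 also: channel opened by trigger with iodide after compound preincubation; score built on the fluorescence ratio of max minus min over baseline; more negative score means more quench and so TMEM16A activation or potentiation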
TRPC6 inhibitor = mouse TRPC6 channel inhibitors, primary screen, cell-based, HEK293, membrane potential dye. Short transient receptor potential channel 6 (Mus musculus), Q61143. ACh-evoked depolarization; active compounds read low. B-score at 10 µM. 310,000 compounds, 1.1% hits. AID 2553, 2010;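 active = B-score under library mean minus 3 SD, initial fluorescence not abnormally high, positive integrated signal ratio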;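 also: B-score derived from integrated fluorescence ratio over the kinetic read; more negative B-score means stronger inhibition of depolarization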
ANO1 block = TMEM16A chloride channel inhibitors, primary screen, cell-based, HTS; Anoctamin-1 (Mus musculus), Q8BHY3; HEK293 TMEM16A/YFP iodide influx fluorescence, ionomycin; normalized B-score (activity score, 25-100; higher = stronger inhibition) at 10 µM; 310,000 compounds, 1.2% hits;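 active = ratio plate-corrected score three or more library SD toward inhibition, starting fluorescence score within five deviations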;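 also: score derived from kinetic fluorescence span divided by baseline fluorescence per well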
SKKanGAS inh = S. pyogenes SKKanGAS growth inhibitors in kanamycin, primary screen, streptokinase expression inhibitor project, SKKanGAS strain, BacTiter-Glo luminescence. 6 h. inhibition, % at 7.5 µM. 300,000 compounds, 1.3% hits. AID 1662, 2009;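 active = mean replicate score, as percent of positive control median, at least 50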;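 also: strain carries kanamycin resistance gene driven by streptokinase promoter and grows in 40 µg/ml kanamycin; loss of luminescence reflects streptokinase promoter inhibition or plain growth inhibition; 0% = median of DMSO wells and 100% = positive control at its reference dose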
MrgX1 antagonist = antagonists of human MrgX1 receptor, primary screen, HEK293 cells, Fluo-4 calcium flux; Mas-related G-protein coupled receptor member X1 (Homo sapiens), Q96LB2; BAM8-22 antagonism; active compounds read low; B-score at 10 µM; 310,000 compounds, 1.3% hits;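 active = calcium-response B-score plate-corrected more than 3 library SD below zero, starting fluorescence within 5 deviations, no agonist response on first addition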;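 also: peak minus trough fluorescence over baseline after final BAM8-22 challenge near maximal dose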
Target sequence (Q96LB2 whole entry, looked up): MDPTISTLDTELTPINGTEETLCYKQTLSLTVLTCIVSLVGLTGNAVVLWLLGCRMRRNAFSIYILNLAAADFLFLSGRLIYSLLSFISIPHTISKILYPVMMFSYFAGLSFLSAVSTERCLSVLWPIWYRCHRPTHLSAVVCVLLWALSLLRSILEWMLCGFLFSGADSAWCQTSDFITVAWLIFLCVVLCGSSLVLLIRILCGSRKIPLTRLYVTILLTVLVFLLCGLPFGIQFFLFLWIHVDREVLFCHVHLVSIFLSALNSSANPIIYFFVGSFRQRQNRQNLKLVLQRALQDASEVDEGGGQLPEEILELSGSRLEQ
MrgX1 ag = agonists of human MrgX1 receptor, primary screen, HEK293 cells, Fluo-4 calcium flux | Mas-related G-protein coupled receptor member X1 (Homo sapiens), Q96LB2 | Fluo-4 calcium fluorescence, agonist mode; active compounds read high | B-score at 10 µM | 310,000 compounds, 0.44% hits;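 active = calcium response B-score plate-corrected fluorescence ratio at least 3 library SD, with starting fluorescence B-score inside 5 SD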
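System: HEK293 cells stably expressing human MrgX1 receptor; Dosing: test compound in the initial addition of three; Schedule: overnight plating, then 30 min 37 °C plus 30 min room-temperature dye loading; Detection: kinetic calcium dye fluorescence, Fluo-4 NW; Controls: per-plate positive and negative controls for Z′ factor.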
RGS4 pot = RGS4 potentiators or activators, primary screen, cell-based, HEK293 M3R inducible RGS4, calcium flux. B-score at 10 µM. AID 463111, 2010. carbachol calcium flux Fluo4; active compounds read low. 310,000 compounds, 0.92% hits;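 active = B-score of the integrated calcium signal more than 4 SD below the library mean, with starting fluorescence not abnormally high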;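 also: negative B-score means reduced calcium response which marks RGS4 activation or potentiation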
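Test system: HEK293 cells with stable M3R and inducible RGS4; also added: carbachol at ECmax as muscarinic agonist stimulus; schedule: dye loading 30 min 37 °C, buffer rest 30 min RT; technique: kinetic calcium fluorescence imaging with Fluo4-AM dye, 2 µM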
MrgX1 PAM = positive allosteric modulators of MrgX1, primary screen, HEK293 cells, Fluo-4 calcium flux. Mas-related G-protein coupled receptor member X1 (Homo sapiens), Q96LB2. FDSS; active compounds read high. B-score at 10 µM. 310,000 compounds, 0.63% hits. AID 588675, 2011;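 active = plate-corrected calcium response at least 3 library SD above typical, normal starting fluorescence, not activating the receptor alone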;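 also: compound read alongside a low EC10 to EC30 dose of BAM8-22 agonist; peak minus trough fluorescence over baseline measured at the second addition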
TRPC6 activator = mouse TRPC6 channel activators, primary screen, cell-based, HEK293, membrane potential dye; 310,000 compounds, 0.13% hits; B-score at 10 µM; HEK293-TRPC6 membrane potential dye fluorescence; active compounds read high;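 active = B-score of the integrated fluorescence ratio above library mean plus 3 SD, and starting fluorescence ratio within library mean plus 5 SD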;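 also: higher score means more depolarization so channel activation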
HDAC3 inhib = HDAC3 deacetylase inhibitors, primary screen, biochemical, fluorescence, cell-free homogeneous; Histone deacetylase 3 (Homo sapiens), O15379; recombinant HDAC3, fluorogenic peptide/trypsin coupled; inhibition, % at 8.3 µM; 320,000 compounds, 0.15% hits; in the data active = inhibition above about 26%, passing the limit was not always enough
Target sequence (O15379 whole entry, looked up): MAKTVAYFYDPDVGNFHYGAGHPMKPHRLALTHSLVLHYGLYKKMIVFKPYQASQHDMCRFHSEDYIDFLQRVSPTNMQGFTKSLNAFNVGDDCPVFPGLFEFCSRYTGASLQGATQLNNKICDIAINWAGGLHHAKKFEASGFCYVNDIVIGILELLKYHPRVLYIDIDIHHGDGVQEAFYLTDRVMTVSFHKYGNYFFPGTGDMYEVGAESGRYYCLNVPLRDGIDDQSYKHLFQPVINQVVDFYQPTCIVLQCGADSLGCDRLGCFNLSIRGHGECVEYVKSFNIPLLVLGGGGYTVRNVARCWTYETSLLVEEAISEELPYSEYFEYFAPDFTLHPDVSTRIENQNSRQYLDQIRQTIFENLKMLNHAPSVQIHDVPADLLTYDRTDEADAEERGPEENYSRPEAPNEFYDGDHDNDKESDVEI
RGS4 inh = RGS4 inhibitors, primary screen, cell-based, HEK293 M3R inducible RGS4, calcium flux. 310,000 compounds, 0.45% hits. Fluo-4 calcium flux; active compounds read high; triggered by carbachol at its EC20. Regulator of G-protein signaling 4 (Homo sapiens), P49798. B-score at 10 µM;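 active = B-score, a plate-corrected calcium signal, over three deviations above library mean, with baseline fluorescence within five deviations of library mean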;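 also: RGS4 expression induced by doxycycline in cells with stable M3 receptor; B-score is computed from the integrated fluorescence ratio over baseline after carbachol; higher B-score means a larger calcium signal and so more RGS4 inhibition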
Target sequence (P49798 whole entry, looked up): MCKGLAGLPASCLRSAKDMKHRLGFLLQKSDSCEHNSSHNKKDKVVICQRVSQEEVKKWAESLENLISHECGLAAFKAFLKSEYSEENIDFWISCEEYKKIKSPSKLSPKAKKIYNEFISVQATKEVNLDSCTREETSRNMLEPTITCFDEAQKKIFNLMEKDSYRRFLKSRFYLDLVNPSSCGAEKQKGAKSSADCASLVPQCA
Active calls of the source: *; i = inactive; . = not tested or not shown.

SMILES | ANO1 activ | TRPC6 inhibitor | ANO1 block | SKKanGAS inh | MrgX1 antagonist | MrgX1 ag | RGS4 pot | MrgX1 PAM | TRPC6 activator | HDAC3 inhib | RGS4 inh
Cc1ccc(CN(C)C(=O)c2ccc(NS(=O)(=O)c3ccc4[nH]c(=O)[nH]c4c3)cc2)cc1 | i | i | i | -6 | i | i | i | i | i | 1 | i
O=C(NCCc1ccccc1Cl)C1CCC(=O)N(CC2CCCCC2)C1 (stereo not drawn) | i | i | i | -11 | i | i | i | i | i | 1 | i
CC(=O)Nc1cccc(NS(=O)(=O)c2ccccc2[N+](=O)[O-])c1 | i | i | i | -7 | i | i | i | i | i | -3 | i
Clc1ncc2[nH]cnc2n1 | i | i | i | -3 | i | i | i | i | i | 5 | i
COc1ccc2[nH]cc(CCN3C(=O)CCC3=O)c2c1 | i | i | i | 7 | i | i | i | i | i | -1 | i
CC(=O)Nc1ccc(S(=O)(=O)NC2CCCCCC2)cc1 | i | i | i | -1 | i | i | i | i | i | 0 | i
O=C(CSc1nnc(SCc2ccc(Cl)cc2)s1)N/N=C/c1ccccc1Cl | i | i | i | 15 | i | i | i | i | i | 0 | i
COc1ccc(NC(=S)NC2CC3CCCC(C2)N3C2CC2)cc1 (stereo not drawn) | i | i | i | -5 | i | i | i | i | i | 10 | i
CC1CC(C)CN(C(=O)c2cn(C)c3ccc(S(=O)(=O)N(C)C)cc3c2=O)C1 (stereo not drawn) | i | i | i | -3 | i | i | i | i | i | 0 | i
CCC1CCCCN1S(=O)(=O)c1ccc(-n2cnnn2)c(C)c1 (stereo not drawn) | i | i | i | 3 | i | i | i | i | i | -6 | i
CCCCCn1c(=O)[nH]c2cc(C(=O)NCCN3C(C)CCCC3C)ccc2c1=O (stereo not drawn) | i | i | i | -13 | i | i | i | i | i | -1 | i
COc1ccc(Cc2nnc(NC(C)=O)s2)cc1 | i | i | i | 6 | i | i | i | i | i | 0 | i
CCN1C=C(C(=O)OC)C(c2cccc(OC)c2OC)C(C(=O)OC)=C1 | i | i | i | -2 | i | i | i | i | i | -26 | i
CCCN(CC1CC1)C(=S)Nc1ccccc1F | i | i | i | 11 | i | i | i | i | i | -2 | i
COc1ccccc1C(=O)N1CCN(S(=O)(=O)Cc2ccccc2)CC1 | i | i | i | 4 | i | i | i | i | i | 0 | i
CCN(CC)c1ccc(NC(=O)Nc2ccccc2C(F)(F)F)cc1 | i | i | i | -6 | i | i | i | i | i | -1 | i
COc1ccc(S(=O)(=O)N2CCCCC2)cc1C(=O)N1CCCC1 | i | i | i | -1 | -5.6* | i | i | i | i | -2 | i
Cc1cccc(C(CC(=O)O)n2cccc2)c1 (stereo not drawn) | i | i | i | -6 | i | i | i | i | i | 0 | i
CC(=O)c1cccc(NC(=O)CSc2nnc(C(C)N(C)C)n2-c2ccc(F)cc2)c1 (stereo not drawn) | i | i | i | 6 | i | i | i | i | i | -7 | i
CCOc1ncccc1C(=O)NC(C)CCc1ccccc1 (stereo not drawn) | i | i | i | 5 | i | i | i | i | i | 1 | i
CCOC(=O)c1cc2ccc(OC)c(OC)c2c(=O)s1 | i | i | i | 5 | i | i | i | i | i | 4 | i
CCOC(=O)c1cccc(NC(=O)C2CCCN2S(=O)(=O)c2cccc3cccnc23)c1 (stereo not drawn) | i | i | i | -1 | i | i | i | i | i | 3 | i
COc1ccccc1C1NC(=O)c2ccccc2O1 (stereo not drawn) | i | i | i | -10 | i | i | i | i | i | -2 | i
O=C(O)CSCC(=O)NCc1ccccc1Cl | i | i | i | 2 | i | i | i | i | i | -4 | i
COc1ccc(N2C(=O)c3ccccc3NC23CCCCC3)cc1 | i | i | i | 2 | i | i | i | i | i | -7 | i
O=C(NCc1cccnc1)C1CCC(c2ccc(Cl)cc2)CC1 (stereo not drawn) | i | i | i | -7 | i | i | i | i | i | -1 | i
Cc1ccc(C(=O)N/N=C/c2ccc(-c3cccc(C(F)(F)F)c3)o2)cn1 | i | i | i | -5 | i | i | i | i | i | 4 | i
O=S(=O)(CCN1CCN(c2ccccn2)CC1)c1ccc(Cl)cc1Cl | i | i | i | 1 | i | i | i | i | i | -4 | i
Cc1ccccc1NC(=O)C1CCCN(c2ncnc3onc(-c4ccc(F)cc4)c23)C1 (stereo not drawn) | i | i | i | 10 | i | i | i | i | i | 0 | i
CCOC(=O)C(=O)Nc1ccc(F)cc1 | i | i | i | -6 | i | i | i | i | i | -3 | i
CCn1c(SCC(=O)Nc2cc(NC(C)=O)ccc2OC)nnc1-c1ccncc1 | . | i | . | -3 | . | . | i | . | i | . | i
COc1ccc(C2(NC(C)=O)CCN(C(=O)c3cccs3)CC2)cc1 | i | i | i | -19 | i | i | i | i | i | -1 | i
O=S(=O)(c1ccc(Oc2ccc(F)c(Cl)c2)nc1)N1CCOCC1 | i | i | i | -10 | i | i | i | i | i | 8 | i
O=C(C#Cc1ccccc1)c1cccc([N+](=O)[O-])c1 | i | i | i | -3 | i | i | i | i | i | -3 | i
CSc1ccccc1NC(=O)CN(C)Cc1cc(=O)n2ccsc2n1 | i | i | i | 2 | i | i | i | i | i | 2 | i
CCOC(=O)c1sc(N2C(=O)C(O)=C(C(=O)c3ccco3)C2c2cccc([N+](=O)[O-])c2)nc1C (stereo not drawn) | i | i | i | 65* | i | i | i | i | i | 10 | i
N#Cc1nc(-c2cccc(Cl)c2)oc1NCc1cccnc1 | i | i | i | -6 | i | i | i | i | i | -93 | i
S=c1[nH]nc(-c2ccc(Cl)cc2)n1/N=C/c1ccco1 | i | i | i | -1 | i | i | i | i | i | 2 | i
Oc1ccc(N2CCN(Cc3cc4c(cc3Br)OCCO4)CC2)cc1 | i | i | i | -5 | i | i | i | i | i | 7 | i
Cc1ccc(CS(=O)Cc2ccc(C(=O)N3CCN(c4ccccc4)CC3)o2)cc1 (stereo not drawn) | i | i | i | 31 | i | i | i | i | i | -3 | i
CCc1sc(N(C(=O)Cc2ccccc2)c2cccc(F)c2)nc1-c1ccc(C)cc1 | i | i | i | 59* | i | i | i | i | i | -15 | i
COC(=O)C1=C(C(=O)OC)[C@@H]2N(Cc3ccccc3)c3ccccc3[C@@]23C[C@@H](C(=O)OC)N(C(C)=O)C3=N1 | i | i | i | 6 | i | i | i | i | i | -3 | i
CCCNC(=O)Cn1c(=O)oc2ccccc21 | i | i | i | -3 | i | i | i | i | i | 1 | i
Cc1ccc(N=Cc2cccc(O)c2O)c(C)c1 | i | i | i | 57* | i | i | i | i | i | -4 | i
CC/C(C)=N/NC(=S)NCc1ccco1 | i | i | i | 0 | i | i | i | i | i | -2 | i
CC(Cc1ccccc1)C(=O)N1CCN(C)CC1 (stereo not drawn) | i | i | i | 2 | i | i | i | i | i | 2 | i
O=C(/C=C/c1cccs1)NC(=S)Nc1ccc(C(=O)O)cc1 | i | i | i | 10 | i | i | i | i | i | 6 | i
O=C(c1cccc([N+](=O)[O-])c1)n1nc(-c2ccccc2)nc1NCc1ccccc1 | i | i | i | 2 | i | i | i | i | i | 3 | i
COc1cc(NS(=O)(=O)c2ccc(NC(=S)NC(=O)c3sc4ccccc4c3Cl)cc2)ncn1 | i | . | i | . | i | i | . | i | . | 5 | .
COc1ccccc1NC(=O)Nc1c(C)nn(C)c1C | i | i | i | 15 | i | i | i | i | i | -5 | i
CCOC(=O)N/N=C(/c1ccccc1)C1CCCCC1 | i | i | i | -3 | i | i | i | i | i | 5 | i
O=C(O)C1C2C=CC(C2)C1C(=O)Nc1cccc(F)c1 (stereo not drawn) | i | i | i | -2 | i | i | i | i | i | -9 | i
O=C(C1CC1)N1CCN(Cc2ccccc2)CC1 | i | i | i | 5 | i | i | i | i | i | -3 | i
O=C(O)CNS(=O)(=O)Cc1ccccc1 | i | i | i | -1 | i | i | i | i | i | . | i
Nc1cc(=O)[nH]c(SCc2nc3ccccc3n2Cc2ccccc2)n1 | i | i | i | 7 | i | i | i | i | i | -1 | i
COc1ccc(N(Cc2ccccc2)N=O)cc1 | i | i | i | 4 | i | i | i | i | i | 1 | i
Fc1cccc(/C=C2\CCCC3=C2NC(=S)NC3c2cccc(F)c2)c1 (stereo not drawn) | i | i | i | 21 | i | i | i | i | i | 12 | i
CC(C)c1nnc(NC(=O)CCCCCN2C(=O)C3C4C=CC(C4)C3C2=O)s1 (stereo not drawn) | i | i | i | -5 | i | i | i | i | i | 7 | i
O=C(Nc1ccc(C(=O)O)cc1)/C(=C\c1ccco1)NC(=O)c1ccc(Br)o1 | i | i | i | -2 | i | i | i | i | i | 8 | i
FC(F)(F)c1cccc(NC(=S)NCC(c2cccnc2)N2CCOCC2)c1 (stereo not drawn) | i | i | i | 4 | i | i | i | i | i | 2 | i
COc1ccc(S(=O)(=O)NCCCCNS(=O)(=O)c2ccc(OC)cc2)cc1 | i | i | i | -2 | i | i | i | i | i | -3 | i
O=[N+]([O-])c1cccc(-c2cc(-c3cc(Br)ccc3O)[nH]n2)c1 | i | i | i | 37 | i | i | i | i | i | 3 | i
Cc1ccc(-c2csc(C3C(N)=NC(S)=C(C#N)C34CCCCC4)n2)cc1 (stereo not drawn) | i | i | i | 4 | i | i | i | i | i | 2 | i

Outcome played no part in choosing rows. About 6.7% of those tested had a hit in this group.
